# Screens: PubChem BioAssay, several laboratories
# TLR9-MyD88 inh = blocks human TLR9 binding to MyD88. inhibition, % at 4.98 µM. 340,000 compounds, 0.21% hits. Q9NR96+Q99836. CHO BLA complementation TLR9-MyD88, CCF4 FRET ratio;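 active = inhibition above the mean over all tested compounds plus 3 SD, cut at about 21% in these data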;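 also: 0% = DMSO only wells and 100% = clavulanate BLA inhibitor control wells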
# NCOA3 inh = inhibitors of human steroid receptor coactivator 3 (SRC3); Q9Y6Q9; HEK293 GAL4-SRC3 luciferase reporter, luminescence; inhibition, % at 3.6 µM; 360,000 compounds, 0.17% hits;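 active = inhibition above a per-campaign cutoff, the mean of all compounds plus 3 SD, cut at about 60% in these data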;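 also: 0% = DMSO-treated cells and 100% = gossypol-treated cells at 36 µM; higher means less SRC3-driven luciferase light from the GAL4 reporter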
# NR5A2 inv ag = NR5A2 inverse agonism in reporter assay; O00482; HEK293T StAR-luciferase reporter, LRH-1 transfected, 24 h; inhibition, % at 3.6 µM; 360,000 compounds, 0.13% hits;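 active = inhibition above the mean inhibition of all tested compounds plus 3 SD, cut at about 73% in these data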;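 also: 0% = DMSO wells and 100% = reporter-only cells lacking LRH-1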
# TWEAK Fn14 block = blocks TWEAK-Fn14 interaction in a reporter cell assay | inhibition, % at 10 µM | TWEAK-stimulated Fn14 reporter cells, luciferase luminescence, 8 h | 360,000 compounds, 2% hits | AID 1159606; in the data active = inhibition above about 50%
# NCOA1 inh = human NCOA1 inhibition. HEK293 GAL4-SRC1 luciferase reporter, luminescence. 360,000 compounds, 0.12% hits. Q15788. inhibition, % at 3.6 µM;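 active = inhibition above the campaign mean plus 3 SD, with each screening campaign given its own cutoff, cut at about 60% in these data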;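 also: 0% = DMSO treated cells and 100% = gossypol at 36 µM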
# TROY signal inh = blocks TROY-dependent signaling in reporter cells; Q293 LMP1-TROYcd NF-kB luciferase reporter, 4 h; inhibition, % at 10 µM; 360,000 compounds, 0.98% hits; AID 1347056;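 active = compounds whose plate-normalised and pattern-corrected inhibition of the luciferase reporter signal at the single screening dose is 50% or more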
# NCOA2 inhibitor = human SRC2 (NCOA2) inhibition; HEK293 GAL4-SRC2 luciferase reporter, luminescence; inhibition, % at 9 µM; 370,000 compounds, 0.17% hits; AID 651957;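 active = inhibition above the mean inhibition of all tested compounds plus 3 SD, set per campaign, cut at about 52% in these data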;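 also: 0% = DMSO treated cells and 100% = cells given Gossypol at 36 µM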
# COUP-TFII inh = inhibitors of human COUP-TFII (NR2F2); HEK293T NGFI-A luciferase reporter, luminescence; inhibition, % at 8.6 µM; 370,000 compounds, 0.7% hits; AID 686940;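 active = inhibition above a per-plate cutoff, mean inhibition of test wells between control levels plus 3 SD, cut at about 38% in these data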;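 also: cells cotransfected with COUP-TFII expression vector driving the NGFI-A reporter; 0% = median of COUP-TF2 test wells and 100% = reporter-only cells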
# ABHD5-PLIN5 inh = inhibitors of human ABHD5-perilipin-5 interaction; Split G. princeps luciferase complementation, luminescence, 4 h; inhibition, % at 4 µM; 360,000 compounds, 0.78% hits; AID 602281;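 active = inhibition above the mean inhibition across every tested compound plus 3 SD, cut at about 22% in these data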;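 also: 0% = DMSO only wells and the 100% control is not disclosed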
# NOD2 RIPK2 PPI = blocks binding of human NOD2 to RIPK2 | CHO BLA complementation NOD2-RIPK2, CCF4 ratio | inhibition, % at 4.98 µM | 360,000 compounds, 0.38% hits | AID 624267; in the data active = inhibition above about 21%;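 also: 0% = vehicle only and 100% = reference blocker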
# Granule exo inh = lytic granule exocytosis inhibition. TALL-104 LAMP-1 surface exposure, flow cytometry; cells stimulated with thapsigargin and PMA. inhibition, % at 10 µM. 360,000 compounds, 0.66% hits. AID 651702;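 active = inhibition above about 55%, limit read from the data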
# * hit, by the source's call; · = not tested or not shown. Only part of the results is shown (hit frequency here may not be typical).
1	COC(=O)[C@@]1(Cc2ccc(F)cc2)[C@H]2c3cc(C(=O)N(C)C)n(CC4CC4)c3C[C@H]2CN1C(=O)c1ccccc1
2	Cc1cccc(C)c1OCC(=O)Nc1ccccc1N1CCCCC1
3	N#Cc1cccc(NC(=O)Cn2cnc(S(=O)(=O)N3CCc4ccccc43)c2)c1
4	O=C(/C=C/c1cccc([N+](=O)[O-])c1)N1CCN(Cc2ccccc2)CC1
5	Cn1cc(CN2CCC(C(O)CCc3ccccc3)CC2)c(-c2ccccc2F)n1 (stereo not given)
6	O=C(CSc1nnc(NC2CCCCC2)s1)NC1CCS(=O)(=O)C1 (stereo not given)
7	CC1CCN(c2nc3c(c(=O)[nH]c(=O)n3C)n2CCCc2ccccc2)CC1
8	O=C(CSc1ccc(-c2ccccc2)nn1)NCc1ccco1
9	FC(F)(F)c1cccc(N2CCN(Cc3ccoc3)CC2)c1
10	Cc1ccc(NC(=O)CN2CCC(C(N)=O)CC2)cc1[N+](=O)[O-]

assay / compound	1	2	3	4	5	6	7	8	9	10
TLR9-MyD88 inh	·	-14	8	-3	-2	-2	-5	7	-8	-11
NCOA3 inh	·	-19	11	-30	4	18	-5	-4	-5	-12
NR5A2 inv ag	3	-6	-5	-10	-19	0	-10	9	-7	-32
TWEAK Fn14 block	16	4	17	-21	-2	8	-25	-5	-9	-3
NCOA1 inh	·	-45	-14	-42	2	-48	13	-8	-3	-11
TROY signal inh	-6	22	-5	-17	10	2	-1	-18	-28	-7
NCOA2 inhibitor	14	-23	·	-20	-4	7	-21	-24	·	5
COUP-TFII inh	-9	8	·	-13	9	-12	-10	-17	·	-2
ABHD5-PLIN5 inh	1	-2	0	4	3	3	0	-4	-10	-5
NOD2 RIPK2 PPI	-4	-6	-1	7	1	-2	-14	2	4	-3
Granule exo inh	-6	-1	-11	-5	1	-5	2	-3	-4	1

# Results in TROY signal inh, for some of the entries so far:
nr | molecule | TROY signal inh
5 | Cn1cc(CN2CCC(C(O)CCc3ccccc3)CC2)c(-c2ccccc2F)n1 (stereo not given) | 10
7 | CC1CCN(c2nc3c(c(=O)[nH]c(=O)n3C)n2CCCc2ccccc2)CC1 | -1
8 | O=C(CSc1ccc(-c2ccccc2)nn1)NCc1ccco1 | -18
6 | O=C(CSc1nnc(NC2CCCCC2)s1)NC1CCS(=O)(=O)C1 (stereo not given) | 2
10 | Cc1ccc(NC(=O)CN2CCC(C(N)=O)CC2)cc1[N+](=O)[O-] | -7
4 | O=C(/C=C/c1cccc([N+](=O)[O-])c1)N1CCN(Cc2ccccc2)CC1 | -17

# Back to the main list, repeating the two entries before the break.
9	FC(F)(F)c1cccc(N2CCN(Cc3ccoc3)CC2)c1
10	Cc1ccc(NC(=O)CN2CCC(C(N)=O)CC2)cc1[N+](=O)[O-]
11	CCCn1c(SCC(=O)Nc2cccc(F)c2)nc(O)cc1=O
12	Cc1nnc2ccc(-c3ccc(NS(=O)(=O)c4ccccc4F)cc3)nn12
13	Cc1noc(C)c1C(=O)Nc1cc(S(=O)(=O)N2CCCCC2)ccc1N(C)C
14	Cc1nc(SCC(=O)NC(=O)NC2CCCCC2)nc(C)c1C
15	COc1ccc(N(CC(=O)Nc2cc([N+](=O)[O-])ccc2C)S(C)(=O)=O)cc1OC
16	COc1cc(/C=N/NC(=O)CNC(=O)c2cccs2)ccc1O
17	Cc1cccc(C)c1NC(=O)NN(C(=O)c1ccccc1)C(C)(C)C
18	CC(C)NC(=O)c1onc(CSc2ccc(Cl)cc2)c1C(=O)NC(C)C
19	O=C(CN1CCN(S(=O)(=O)c2ccc(F)cc2)CC1)Nc1cc(C(F)(F)F)ccc1Cl
20	CCC1CCCCN1Cc1nc(Cc2ccccc2Cl)no1 (stereo not given)

assay / compound	9	10	11	12	13	14	15	16	17	18	19	20
TLR9-MyD88 inh	-8	-11	-7	-7	-6	-1	-13	-5	5	-10	-1	-1
NCOA3 inh	-5	-12	5	10	-6	1	10	-15	21	9	3	3
NR5A2 inv ag	-7	-32	-4	11	4	12	5	10	-4	1	-20	0
TWEAK Fn14 block	-9	-3	-4	-2	-8	1	11	3	-1	0	-8	0
NCOA1 inh	-3	-11	-5	-7	-1	-14	2	-18	2	4	-36	-7
TROY signal inh	-28	-7	10	-7	-25	24	11	-17	4	-5	10	-16
NCOA2 inhibitor	·	5	21	-55	15	-5	2	5	4	2	-7	24
COUP-TFII inh	·	-2	4	-37	3	-6	3	-15	12	4	-14	1
ABHD5-PLIN5 inh	-10	-5	-10	6	-3	-8	1	-1	3	-4	0	3
NOD2 RIPK2 PPI	4	-3	3	6	-6	4	-9	-11	-2	-1	-10	-9
Granule exo inh	-4	1	2	-1	-5	-1	-2	0	-3	-3	1	-2

21	Cc1ccc(S(=O)(=O)/N=C(/Nc2ccccc2C)c2ccccc2)cc1
22	O=S(=O)(Nc1ccc(-c2ccc3nncn3n2)cc1)c1cc(F)ccc1F
23	Cc1cc(C)cc(-n2c(C)cc(/C=N\NC(=O)COc3cccc4cccnc34)c2C)c1
24	Cc1cc(C)c2c3c(sc2n1)C(=O)N(C)CC(=O)N3
25	Cc1ccc(CC(NC(=O)c2ccccc2)C(=O)NCC(=O)O)cc1 (stereo not given)
26	CC(=O)Nc1ccc(S(=O)(=O)N2CCSC2c2ccco2)cc1 (stereo not given)
27	CCc1ccc2nc3sc(C(=O)Nc4nnc(CC)s4)c(N)c3cc2c1
28	CCOC(=O)c1ccccc1NC(=O)Cn1cnc2c(nnn2-c2ccc(C)cc2)c1=O
29	COc1ccc(N(C)C(=O)CCS(=O)(=O)c2cccc3nonc23)c(OC)c1
30	Nc1nc(CSc2n[nH]c(-c3ccccc3)n2)nc(Nc2ccccc2)n1

assay / compound	21	22	23	24	25	26	27	28	29	30
TLR9-MyD88 inh	1	2	-7	6	-4	-3	-2	6	-1	-6
NCOA3 inh	-19	-32	-2	6	-11	-3	-48	-18	7	18
NR5A2 inv ag	-8	-2	-58	11	3	-2	-28	-22	14	-4
TWEAK Fn14 block	-10	-25	-12	18	2	-9	-9	-25	-4	-8
NCOA1 inh	-5	-12	-12	2	-3	-1	-44	-7	-4	-30
TROY signal inh	-20	-17	10	8	8	6	-14	-7	1	20
NCOA2 inhibitor	0	-28	-5	-11	-25	17	-9	-2	-19	-8
COUP-TFII inh	5	-26	8	-20	0	-10	-5	19	-2	17
ABHD5-PLIN5 inh	-3	1	0	-5	-3	-10	-14	-7	-4	9
NOD2 RIPK2 PPI	1	0	0	3	-5	5	7	-7	1	-3
Granule exo inh	-2	0	-1	-2	-2	6	1	1	-1	-2

31	Cc1ccc(S(=O)(=O)N2C[C@@H]3c4ccccc4N(S(=O)(=O)c4ccc(C)cc4)[C@@H]3[C@@H](C)C2CC(=O)c2ccccc2)cc1 (stereo not given in full)
32	Cc1nc2c(Cl)cc(Cl)cc2[nH]1
33	CCc1ccc(OCC(=O)Nc2ncc3c(n2)CC(C)(C)CC3=O)cc1
34	O=C1NC(=S)SC1=Cc1cc(Br)ccc1O
35	CCCc1nc2ccccc2c(C(=O)OCC(=O)NCc2ccco2)c1CC
36	O=C(COc1ccc(Cl)cc1)N1CCN(C(=O)c2ccccc2F)CC1
37	CCc1nn2c(N3CCOCC3)cc(C)nc2c1-c1ccccc1
38	COc1ccc(/C=C2/CCCC(C(=O)C(F)(F)F)=C2O)cc1OC
39	CCOc1ccc(/C=N/n2nnnc2N)cc1OCC
40	Cc1cc(NC(=O)COC(=O)CC2CCCC2)c([N+](=O)[O-])cc1C

assay / compound	31	32	33	34	35	36	37	38	39	40
TLR9-MyD88 inh	-3	6	0	-3	1	4	6	-4	-2	3
NCOA3 inh	5	25	-6	10	3	11	15	4	-1	-9
NR5A2 inv ag	16	3	21	15	23	24	-5	-10	-15	22
TWEAK Fn14 block	-13	0	1	8	11	1	-1	-56	-2	-3
NCOA1 inh	-4	-4	3	8	-11	-5	12	-13	0	2
TROY signal inh	-1	-5	15	15	-5	2	5	-4	11	-3
NCOA2 inhibitor	10	-7	-1	-8	-34	-7	-43	-14	2	1
COUP-TFII inh	17	10	-10	0	30	5	-4	-2	-23	12
ABHD5-PLIN5 inh	4	-4	6	-10	-4	-10	2	0	-7	0
NOD2 RIPK2 PPI	1	-11	2	-12	4	1	-4	1	-4	-4
Granule exo inh	-1	0	-2	1	0	-9	-15	4	-2	-2

41	Cc1ccn2c(/C=N/OCc3ccc(F)cc3)c(-c3ccc(Cl)cc3)nc2c1
42	CSC12CCCN(CCC(C(C)(C)C)C1)C2=O (stereo not given)
43	Cc1cc(C)c(C)c(S(=O)(=O)N2C(=S)NC(=O)C2CC(C)C)c1C (stereo not given)
44	CCC(C)Nc1nc(OCC(F)(F)F)nc(OCC(F)(F)F)n1 (stereo not given)
45	COc1ccc(NC(=O)C[C@H]2C(=O)N(Cc3ccccc3)C[C@@H]2c2ccc(OC)cc2)cc1
46	O=C(Cn1nnc2ccccc21)c1ccccc1
47	COC(=O)C[C@H]1CC[C@@H](NS(=O)(=O)c2ccc(C)cc2)[C@@H](CO)O1
48	N#Cc1c(-c2ccc(F)cc2)cc(-c2cccs2)nc1SCC(=O)O
49	COC(=O)c1ccc(C2C(Oc3ccccc3)C(=O)N2CCc2ccc(OC)c(OC)c2)cc1 (stereo not given)
50	Cc1ccc(S(=O)(=O)NCCc2ccc(S(N)(=O)=O)cc2)cc1

assay / compound	41	42	43	44	45	46	47	48	49	50
TLR9-MyD88 inh	10	·	-5	-7	7	-7	·	8	1	-5
NCOA3 inh	-2	·	13	6	17	-13	·	-7	18	6
NR5A2 inv ag	2	7	-3	-15	-10	-5	22	24	7	9
TWEAK Fn14 block	3	-10	2	-3	-17	9	·	-1	-20	2
NCOA1 inh	-1	·	13	3	6	-26	·	3	9	3
TROY signal inh	-42	-15	28	-9	-18	-10	·	15	-12	3
NCOA2 inhibitor	-8	10	-28	-7	-18	-22	-32	-3	-7	-12
COUP-TFII inh	-7	-6	1	-8	-12	-21	11	-9	7	6
ABHD5-PLIN5 inh	-1	2	-4	-3	-3	5	-10	8	12	0
NOD2 RIPK2 PPI	1	8	-11	-6	-10	-5	-5	2	-6	-2
Granule exo inh	14	-4	0	-1	-7	5	-1	-20	-3	11

51	Cc1nc(-c2cc(-c3nc(-c4cc(C(F)(F)F)cc(C(F)(F)F)c4)no3)no2)cs1
52	Cc1noc(C)c1CSCC(=O)Oc1ccc(N(C)S(=O)(=O)c2ccccc2)cc1
53	c1ccc2c(-c3cc(NCc4ccncc4)n4nccc4n3)cccc2c1
54	CCOC(=O)C1=C(C)N(c2ccccc2)C(=O)C1CC(=O)O (stereo not given)
55	Cc1ccnc(NC(=O)CCC(=O)c2cc(C)sc2C)c1

assay / compound	51	52	53	54	55
TLR9-MyD88 inh	·	0	·	0	-5
NCOA3 inh	13	1	-8	18	6
NR5A2 inv ag	-6	2	11	-2	-13
TWEAK Fn14 block	12	10	14	3	-18
NCOA1 inh	5	-16	9	9	-19
TROY signal inh	2	11	-10	-2	19
NCOA2 inhibitor	7	5	9	16	-3
COUP-TFII inh	-5	-17	1	-7	-12
ABHD5-PLIN5 inh	-7	-2	8	-1	1
NOD2 RIPK2 PPI	-14	3	0	0	3
Granule exo inh	-3	-2	-2	-3	2
